High-throughput results as filed in PubChem.
FBW7 act = human FBW7 E3 ligase activation, primary screen; normalized activity (activation), % at 26.1 µM; AlphaScreen FBW7–phospho-cyclin E peptide binding, activator screen; hit rate 0.13% among 650,000; Q969H0; in the data active = normalized activity above about 1.9%;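 note: purified mutant Fbw7 with reduced substrate affinity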
GPR151 ag = activators of human GPR151. Q8TDV0. PathHunter beta-arrestin GPR151 cells, luminescence. activation, % at 11.2 µM. hit rate 1% among 650,000. AID 1508602; in the data active = activation above about 4.9%;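 note: 0% = median of compound wells and 100% = cells with positive control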
Target sequence (Q8TDV0 whole entry, looked up): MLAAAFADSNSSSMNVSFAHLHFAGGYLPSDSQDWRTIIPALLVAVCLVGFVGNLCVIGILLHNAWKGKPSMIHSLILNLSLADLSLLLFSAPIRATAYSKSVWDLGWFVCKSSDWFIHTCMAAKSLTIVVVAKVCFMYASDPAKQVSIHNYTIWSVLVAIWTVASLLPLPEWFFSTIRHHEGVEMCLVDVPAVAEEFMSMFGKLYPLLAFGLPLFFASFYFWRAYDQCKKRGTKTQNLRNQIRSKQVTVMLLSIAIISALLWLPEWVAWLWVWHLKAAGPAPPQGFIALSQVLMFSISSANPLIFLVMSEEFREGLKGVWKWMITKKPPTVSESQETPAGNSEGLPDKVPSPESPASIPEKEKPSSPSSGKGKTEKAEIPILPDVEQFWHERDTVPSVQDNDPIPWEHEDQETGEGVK
TEAD-YAP inh = TEAD-YAP interaction inhibition; HEK-TIYL cells, TEAD-Gal4/YAP UAS-luciferase luminescence; inhibition, % at 9.12 µM; hit rate 1.4% among 640,000; AID 1259422; in the data active = inhibition above about 32%;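 note: 0% = median of test compound wells and 100% = reference inhibitor wells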
MITF primary = inhibitors of human MITF; AID 1259374; inhibition, % at 2.6 µM; AlphaScreen MITF homodimerization, bead proximity signal; hit rate 0.91% among 650,000; in the data active = inhibition above about 50%;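 note: 0% = vehicle wells with protein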
Target sequence (O75030 whole entry, looked up): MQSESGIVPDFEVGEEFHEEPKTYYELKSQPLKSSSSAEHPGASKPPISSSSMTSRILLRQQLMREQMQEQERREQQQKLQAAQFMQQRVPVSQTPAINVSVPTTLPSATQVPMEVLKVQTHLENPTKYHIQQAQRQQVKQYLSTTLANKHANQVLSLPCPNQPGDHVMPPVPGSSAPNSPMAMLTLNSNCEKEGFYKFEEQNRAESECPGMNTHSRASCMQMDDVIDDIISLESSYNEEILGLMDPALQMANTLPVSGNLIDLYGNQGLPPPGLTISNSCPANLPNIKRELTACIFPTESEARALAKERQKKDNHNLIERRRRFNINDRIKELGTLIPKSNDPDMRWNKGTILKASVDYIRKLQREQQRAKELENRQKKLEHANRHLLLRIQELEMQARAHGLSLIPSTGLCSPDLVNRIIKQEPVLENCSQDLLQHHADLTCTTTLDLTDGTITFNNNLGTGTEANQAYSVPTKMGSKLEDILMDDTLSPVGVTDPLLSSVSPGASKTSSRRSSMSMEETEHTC
* = called active by the depositor.

SMILES	FBW7 act	GPR151 ag	TEAD-YAP inh	MITF primary
CCOC(=O)c1cc(C#N)c(SCC(=O)O)[nH]c1=O	-0.9	0.0	2	3
O=C(c1ccc2c(=O)n(Cc3ccc4c(c3)OCO4)c(=S)[nH]c2c1)N1CCN(Cc2ccc3c(c2)OCO3)CC1	0.7	-2.1	-2	14
CCOC(=O)c1ccc(-n2sc3c(c2=S)-c2cc(C)ccc2N(C)C3(C)C)cc1	-0.1	-0.5	3	3
CCOCCCNC(=O)c1ccc2c(c1)nc(C)n2-c1ccc(F)c(F)c1	-0.1	-0.1	-5	-4
CN1CCN(C(c2ccccc2)c2sc3nc(-c4ccco4)nn3c2O)CC1 (stereo not given)	0.1	-1.8	7	2
NC(=O)c1ccc(N=Cc2cccc([N+](=O)[O-])c2)cc1	0.1	1.0	0	0
O=C(CCC(=O)Nc1ccc(F)cc1)N/N=C/c1ccc2c(c1)OCO2	-0.1	1.4	0	-5
Cc1ccc(C23CCC(=O)N2C(C(=O)Nc2ccc4c(C)cc(=O)oc4c2)CS3)cc1 (stereo not given)	0.2	-1.2	-4	6
COc1ccc(N2CCN(CC(O)COc3ccc4ccccc4c3)CC2)cc1 (stereo not given)	0.1	0.0	-4	11
Clc1ccc(-c2nnc(-c3ccc(Br)cc3)o2)c(Cl)c1	0.1	-0.1	-20	18
COc1ccc(C2=NN(C(=O)CSc3nnc(CNC(=O)c4ccccc4OC)n3C)C(c3ccc(C)cc3)C2)cc1 (stereo not given)	0.0	-0.5	-7	-7
CC(=O)c1cccc(NC(=O)CSc2ncc(-c3ccccc3)[nH]2)c1	-0.2	-1.5	-1	8
COCC(C)n1c(C)cc(C(=O)CSc2ncccn2)c1C (stereo not given)	-0.3	0.0	-13	-6
Cc1cc2c(c(=O)[nH]1)C(=O)O/C2=C\c1cc([N+](=O)[O-])ccc1O	-0.1	0.0	-3	2
CC1(C)CC(=O)C2=C(C1)N(c1c(F)cccc1F)C(N)=C(C#N)C2c1ccsc1 (stereo not given)	-0.1	-0.3	-13	-3
Cc1ccc2c(c1)-c1c(cnn1CC(=O)NCCOC13CC4CC(CC(C4)C1)C3)CO2	0.0	0.1	8	8
CC[C@H](C)[C@@H]1NC(=O)[C@@H]2C[C@H](NC(=O)NCc3cccc(F)c3)CN2C1=O	-0.1	0.4	3	4
Cc1ccc(C)c(N2C(=O)C3CC=CC(C)C3C2=O)c1 (stereo not given)	-0.2	1.3	4	-4
O=C1NC(N2CCCCC2)(C(F)(F)F)C(=O)N1c1ccc(OC(F)(F)F)cc1 (stereo not given)	0.2	1.0	1	0
CCOc1ccc(NC(=O)CN(C(=O)N2CCN(C)CC2)S(=O)(=O)c2ccc(C)cc2)cc1	-0.1	-0.9	16	-5
CCCNC(=O)c1ccc(-c2cccc(C(C)=O)c2)s1	0.0	-1.0	-47	9
N#C/C(=C\c1ccc(-c2cccc(Cl)c2Cl)o1)c1nn(-c2ccccc2)c(N)c1C#N	0.0	-0.9	-2	0
Cc1ccc(-n2c(SCc3ccccc3)nc3sc4c(c3c2=O)CCCC4)cc1	0.7	-0.5	6	17
O=C(Nc1cccc2cccnc12)c1cc2c(ccc3ccccc32)oc1=O	0.1	-1.3	1	3
CCOC(=O)C1CCN(c2nnnn2-c2ccccc2)CC1	-0.1	0.1	8	12
New compounds follow
SMILES	FBW7 act	GPR151 ag	TEAD-YAP inh	MITF primary
CN1C(=O)c2cccc(NC(=O)c3ccc(Br)s3)c2C1=O	-0.1	-1.0	1	-4
CCC(C)C(=O)NCC1Cc2c(F)ccc(-c3nc(C)cnc3C)c2O1 (stereo not given)	-0.4	0.6	-15	-16
CN(Cc1cccs1)S(=O)(=O)c1ccc(Cl)cc1F	0.1	-1.2	-2	5
O=C(Cn1c(=O)n(-c2ccc(Cl)cc2)c(=O)c2c3c(sc21)CCC3)N1CCCC1	1.4	-0.5	6	-10
COc1cccc2c(=O)n(CC(=O)NCc3ccccc3)ccc12	0.1	-1.1	39*	7
Cc1ccc(CN2CCN(C/C(Cl)=C/c3ccccc3)CC2CCO)o1 (stereo not given)	0.2	5.4*	7	8
CCOC(=O)CCN(Cc1cc(OC)ccc1OC)S(=O)(=O)c1cccc(C(F)(F)F)c1	0.1	-2.1	5	6
CN1CCN(Cc2n[nH]c(=S)n2-c2cccc(OCc3ccccc3)c2)CC1	-0.2	3.8	15	28
Cn1c(=NC(=O)c2cc(Cl)sc2Cl)sc2cc(F)ccc21	0.7	-2.3	6	12
Cc1cc(C)c(C)c(OCCNCCO)c1	0.3	-0.7	-6	30
Cc1cc(C)cc(N(C(C)C(=O)N2CCN(Cc3ccccc3)CC2)S(C)(=O)=O)c1 (stereo not given)	0.1	-0.8	1	2
CCOc1ccc(C(=O)Nc2ccc(N3CCCC3)cc2)cc1	0.2	0.4	8	4
COc1ccc2cc(CN(Cc3cccnc3)Cc3nnnn3C3CCCC3)c(=O)[nH]c2c1	0.0	-1.2	10	-3
O=C(CNc1ccc(Cl)cc1Br)N/N=C/c1ccccc1F	0.1	1.6	4	9
C1CN=C(NC23CC4CC(CC(C4)C2)C3)C1	0.1	1.4	4	4
CCOC(=O)CS(=O)(=O)c1ccc(C(=O)N2CCN(Cc3ccccc3)CC2)cc1[N+](=O)[O-]	-0.1	1.9	-43	7
O=C(C(c1ccccc1)N1Cc2ccccc2C1=O)N1CCc2ccccc2C1 (stereo not given)	-0.2	-0.1	3	8
CCc1nn(CC(=O)NC2CCC2)c(=O)c2cc3occc3n12	-0.2	0.3	-3	-2
CC(C)NC(=O)CSc1ccc(-c2ccc3c(c2)OCCO3)nn1	0.1	1.1	-11	3
COc1cccc(Oc2ccc([N+](=O)[O-])cc2Cl)c1	-0.2	-0.5	-20	2
C#CC1(OCC(O)CN2CCC(C(=O)OCC)CC2)CCCCC1 (stereo not given)	-0.3	-0.5	1	-11
COc1cc2c(cc1/C=C1/NC(=O)N(CC(=O)Nc3cccc(C)c3)C1=O)OCO2	0.0	-0.6	3	-2
CCCCn1nc(CC(=O)NCCN(CC)CC)c2ccccc2c1=O	0.1	1.1	8	10
Cc1c(C(=O)Nc2ccccc2F)sc2ncn(CC(=O)N3CCOCC3)c(=O)c12	0.0	-0.5	0	-14
O=C(NCc1cccnc1)C(=O)Nc1ccc(Cl)cc1	0.2	-0.9	-14	14

13 entries already listed, ordered by length of the SMILES, ascending:
SMILES	FBW7 act	GPR151 ag	TEAD-YAP inh	MITF primary
Cc1cc(C)c(C)c(OCCNCCO)c1	0.3	-0.7	-6	30
C1CN=C(NC23CC4CC(CC(C4)C2)C3)C1	0.1	1.4	4	4
CCOc1ccc(C(=O)Nc2ccc(N3CCCC3)cc2)cc1	0.2	0.4	8	4
COc1cccc(Oc2ccc([N+](=O)[O-])cc2Cl)c1	-0.2	-0.5	-20	2
COc1cccc2c(=O)n(CC(=O)NCc3ccccc3)ccc12	0.1	-1.1	39*	7
CN1C(=O)c2cccc(NC(=O)c3ccc(Br)s3)c2C1=O	-0.1	-1.0	1	-4
CCC(C)C(=O)NCC1Cc2c(F)ccc(-c3nc(C)cnc3C)c2O1 (stereo not given)	-0.4	0.6	-15	-16
O=C(C(c1ccccc1)N1Cc2ccccc2C1=O)N1CCc2ccccc2C1 (stereo not given)	-0.2	-0.1	3	8
CN1CCN(Cc2n[nH]c(=S)n2-c2cccc(OCc3ccccc3)c2)CC1	-0.2	3.8	15	28
Cc1c(C(=O)Nc2ccccc2F)sc2ncn(CC(=O)N3CCOCC3)c(=O)c12	0.0	-0.5	0	-14
COc1cc2c(cc1/C=C1/NC(=O)N(CC(=O)Nc3cccc(C)c3)C1=O)OCO2	0.0	-0.6	3	-2
Cc1cc(C)cc(N(C(C)C(=O)N2CCN(Cc3ccccc3)CC2)S(C)(=O)=O)c1 (stereo not given)	0.1	-0.8	1	2
CCOC(=O)CS(=O)(=O)c1ccc(C(=O)N2CCN(Cc3ccccc3)CC2)cc1[N+](=O)[O-]	-0.1	1.9	-43	7

Other records:
SMILES	FBW7 act	GPR151 ag	TEAD-YAP inh	MITF primary
CC(C)NCC(O)Cn1c2ccccc2c2ccccc21 (stereo not given)	0.0	-0.1	6	3
C[C@@H]1CN(Cc2nnnn2CC(=O)N2CCN(Cc3cccnc3)CC2)C[C@H](C)O1	0.7	3.9	-1	20
N#CCCN(C(=S)Nc1cccnc1)c1ccccc1F	-0.1	1.7	-2	-1
Cc1nc(NC2=NC(C(=O)Nc3ccc(Cl)cc3)CC(=O)N2)nc2ccccc12 (stereo not given)	0.1	-1.6	0	6
CCCCN(CC)CCCNC(=O)Nc1sc2nc3n(c(=O)c2c1C)CCC(C)CC3 (stereo not given)	-0.1	0.2	-3	-6
O=[N+]([O-])c1ccc(Oc2ccc(Br)cc2)c(S(=O)(=O)N2CCOCC2)c1	0.5	-1.3	-3	19
COc1cc(/C=C2/C(=O)ON=C2c2ccccc2)ccc1O	0.0	0.6	-3	69*
COc1cc(C2C(C#N)=C(N)Oc3cc(C)oc(=O)c32)c([N+](=O)[O-])cc1OC (stereo not given)	0.4	-1.2	0	21
c1ccc(CN2CCC(Nc3ccnc(Oc4ccccc4)n3)CC2)cc1	-0.1	3.5	14	-1
CC1Cc2nc(SCC(=O)NCc3ccccc3)n(C)c(=O)c2S1 (stereo not given)	0.7	6.4*	-3	11
CCCCC(C(=O)O)N1C(=O)C2C3c4ccccc4C(c4ccccc43)C2C1=O (stereo not given)	-0.1	0.3	4	6
C1CCN(CC2COC3(CCC4CCCCC4C3)O2)CC1 (stereo not given)	0.1	1.2	-7	6
Cc1ccc(N2CC(C(=O)NCCc3ccc(Cl)cc3)CC2=O)cc1C (stereo not given)	-0.1	0.3	2	-13
CCc1[nH]nc2c1C(c1ccnc3ccccc13)C(C#N)=C(N)O2 (stereo not given)	0.2	0.1	9	10
O=C(c1cc2ccccc2oc1=O)N1CCSC1c1cccc([N+](=O)[O-])c1 (stereo not given)	-0.1	1.6	1	7
Cc1cc(C)cc(N(C(=O)c2csnn2)C(C(=O)NC(C)(C)C)c2cccnc2)c1 (stereo not given)	-0.1	-0.3	3	-8
c1c(CNC[C@@H]2CCCN3CCCC[C@H]23)c(N2CCCC2)nc2cc3c(cc12)OCO3	0.2	-1.0	-2	12
O=C(NCCCc1ccncc1)C1CC12CCN(C(=O)/C=C/c1cccs1)CC2 (stereo not given)	-0.3	1.1	2	2
CC(=O)Nc1ccc(S(=O)(=O)N2CCN(Cc3csc(C)n3)CC2)cc1	0.2	-2.1	1	18
COc1ccc(CN2CCN(Cc3cc(F)cc(F)c3)CC2CCO)cc1C (stereo not given)	-0.1	-1.1	3	6
COc1ccc(C(=O)Oc2cc(C)cc(OC(=O)c3ccc(OC)cc3)c2)cc1	0.1	-0.9	4	3
COc1ccc(CC(=O)Nc2cc(Nc3ccccc3-c3ncco3)c(C(F)(F)F)cn2)cc1	-0.1	-0.7	54*	-14
CN(C)CCSc1nnnn1-c1ccccc1	0.2	-1.7	-6	14
COC(OC)(OC)c1cc2ccccc2c(=O)[nH]1	0.0	1.0	0	0
CCOC(=O)CSc1nc2c(sc3cccc(F)c32)c(=O)n1-c1ccc(C)cc1	-0.1	-1.6	-4	-10
(list continues)
SMILES	FBW7 act	GPR151 ag	TEAD-YAP inh	MITF primary
COc1ccc(-n2nnnc2SCC(=O)N2CCc3ccccc32)cc1OC	0.2	0.4	-2	17
CCSc1nc2sc3c(c2c(=O)n1Cc1ccccc1)CCC3	0.0	0.0	-8	6
CCCc1c(C)nc2c(C(=O)NCCc3ccc(OC)c(OC)c3)c[nH]n2c1=O	0.6	0.4	6	16
O=C1C(=O)N(CCO)C(c2ccc(F)cc2)/C1=C(/O)c1ccc(Cl)cc1 (stereo not given)	-0.2	0.3	-3	-4
N#Cc1cc2c(nc1SCC(=O)Nc1ccc3ccccc3c1)CCCCC2	0.2	-1.6	8	4
COc1cccc(N2C(=O)CN(C(=O)c3csc(C(C)=O)c3)CC2C)c1 (stereo not given)	0.1	-0.7	2	14
Cc1[nH]ncc1-c1ccc(NC(=O)C2COc3ccc(F)cc3C2)c(OCCN2CCCC2)c1 (stereo not given)	-0.1	0.1	0	3
COc1cccc(-n2nnc3c(=O)n(CC(=O)NC4CCCCC4)cnc32)c1	0.2	-0.1	-10	-11
Cc1ccc(O)c(/C=N\NC(=O)c2ccc(C)nc2)c1	-0.5	-0.4	4	13
O=C1/C(=C\c2ccccc2)SC(=S)N1Cc1ccco1	-0.5	0.6	4	10
CCCCCCNc1nc2c(c(=O)[nH]c(=O)n2C)n1C(C)C	0.2	0.5	-1	-4
CCOC(=O)/C(=N\OC)c1cn2cc(Br)ccc2n1	0.0	-3.0	-32	-2
Cc1ccc(S(=O)(=O)c2nc(-c3ccc(Cl)cc3)oc2N2CCCCC2)cc1	-0.1	-0.1	-6	-4
COCCOC(=O)c1c(C)oc2cc(Br)c(OC(C)C(=O)OC)cc12 (stereo not given)	-0.1	-0.1	7	14
CC(=O)N1CCN(Cc2cc(C)ccc2C)CC1	0.1	1.2	8	1
CCCNC(=O)c1cc2nc(-c3ccc(Cl)cc3)cc(C(F)(F)F)n2n1	0.0	1.8	4	-2
CC(=O)NC1=NN(C(C)=O)C(c2ccc(C(C)C)cc2)S1 (stereo not given)	0.5	2.4	-2	-2
N#Cc1ccccc1NC(=O)COc1ncnc2ccc(Br)cc12	0.0	4.7	3	0
CC(=O)Nc1ccc(C(F)(F)F)c([N+](=O)[O-])c1	-0.2	1.5	3	-8
